Bioassay records from PubChem.
HTT cytoprotect: cytoprotection in Huntington HTT-Q103 PC12 cell model. PC12 HTT-Q103 induced, cytoprotection, ATP luminescence, 40 h. Potency, µM (top dose mostly 56.4 µM), without a hit: cytoprotection (ATP increase), most hits filed as activators. hit rate 0.14% among 230,000;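 further: % of control where 0% means no effect; nearly all actives have a fitted effect of over 45% in size; toxic huntingtin expression switched on by the ecdysone agonist tebufenozide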
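Rat PC12, Q103 Htt exon1-GFP fusion, ecdysone promoter; tebufenozide inducer 100 nM final; compound titration; qHTS, 1500 cells/well; ATPlite luminescent read.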
aGlu spleen mod: inhibits or activates alpha-glucosidase in human spleen homogenate | P10253 | human spleen homogenate, 4-MU-alpha-glucoside fluorescence | Potency, µM (top dose mostly 79.9 µM), for the others: top-dose activity change, negative = inhibition, usual class: inhibitors | hit rate 0.006% among 240,000 | AID 2112;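 further: 0% = enzyme with vehicle and -100% = no enzyme basal signal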
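Human spleen homogenate (1 ug) incubated with compounds and 1 mM 4-methylumbelliferyl-alpha-D-glucopyranoside in pH 5.0 citrate/phosphate buffer, 37 C, 40 min. Stopped at pH 10; 4-MU fluorescence (Ex 365/Em 440 nm); AC50 by Hill fit.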
HttQ103 aggreg: mutant huntingtin aggregation inhibition | Potency, µM (top dose mostly 46.1 µM), inactives show at the highest dose activity change, negative = inhibition, usual class: inhibitors | hit rate 1.1% among 220,000 | AID 1688 | PC12 HttQ103-GFP aggregates, Acumen cytometry, 40 h; further: on the % scale 0 is the no-effect control and ±100 the full control effect; nearly all actives have a fitted effect of over 60% in size
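Multiplexed with ATP-based cell death, this channel scores GFP aggregates in PC12 cells expressing inducible HTTex1-Q103-GFP. Induction used 100 nM tebufenozide; compounds were tested in concentration series.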
GAA inhib: inhibitors of human lysosomal alpha-glucosidase; P10253; purified human GAA, 4-MU-alpha-glucoside fluorescence; Potency, µM (highest dose often 76.9 µM), for the others: at the highest dose activity change, negative = inhibition, hits mostly inhibitors; hit rate 0.005% among 200,000; AID 1466;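 further: plate controls were uninhibited enzyme wells for no effect and no-enzyme background for full effect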
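Compounds are titrated up to 77 uM against 4 nM human enzyme. Substrate 4-methylumbelliferyl-alpha-D-pyranoside (400 uM) reacts 20 min at room temperature in pH 5.0 buffer; liberated 4-methylumbelliferone is read at 440 nm.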
GAA glycogen mod: inhibitors or activators of human alpha-glucosidase glycogen cleavage; P10253; recombinant GAA, glycogen substrate, Amplex Red glucose oxidase fluorescence; Potency, µM (doses to about 76.4 µM), without a hit: at the top dose activity change, negative = inhibition, most hits filed as inhibitors; hit rate 0.38% among 300,000; AID 2100;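 further: 0% = full enzyme reaction and -100% = no-enzyme basal signal; the screen sought inhibitors and activators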
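Recombinant human alpha-glucosidase (4 nM final) hydrolysed bovine liver glycogen (30 ug) for 40 min at 37 C in pH 5.0 citrate/phosphate with 0.01% Tween-20. Released glucose detected by glucose oxidase/Amplex Red, Ex 573/Em 610 nm. Compounds up to 77 uM; AC50 from Hill fits.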
IMPase Li cell: membrane-permeable IMPase blocker, potentiated with lithium; CHO-M1 cells, IP1 TR-FRET (IP-One), carbachol + lithium; Potency, µM (titrated, usually from 59.4 µM), for the others: top-dose activity, negative = IMPase inhibition, actives largely listed as inhibitors; hit rate 0.35% among 210,000;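 further: IP1 builds up when IMPase is blocked and the TR-FRET signal falls; plate controls were basal vehicle for no effect and high inhibitor control for full effect; nearly all actives have a fitted effect of over 50% in size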
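IP1 accumulation measured by competitive TR-FRET in lysed CHO-M1 cells after 30 min compound exposure at 37C, with a small lithium addition to potentiate weak responses. Hill-equation AC50 from ratio and donor-channel data.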
RGS12 GoLoco inh: inhibitors of human Gai1-RGS12 GoLoco interaction (red fluorophore) | P63096 | Gai1:RGS12 GoLoco peptide FP, rhodamine, 10 min | Potency, µM (top dose mostly 61.6 µM), inactives show at the top dose activity, negative = inhibition, most hits filed as inhibitors | hit rate 0.44% among 230,000 | AID 880; active means well fitted inhibition curve with a large enough effect, not every such curve was filed as active; inactive means no such curve, though single readings can be large or run the other way; further: on the % scale 0 is the no-effect control and ±100 the full control effect; nearly all actives have a fitted effect of over 30% in size; many of its hits are not listed in these tables
Target sequence (P63096 whole entry, looked up): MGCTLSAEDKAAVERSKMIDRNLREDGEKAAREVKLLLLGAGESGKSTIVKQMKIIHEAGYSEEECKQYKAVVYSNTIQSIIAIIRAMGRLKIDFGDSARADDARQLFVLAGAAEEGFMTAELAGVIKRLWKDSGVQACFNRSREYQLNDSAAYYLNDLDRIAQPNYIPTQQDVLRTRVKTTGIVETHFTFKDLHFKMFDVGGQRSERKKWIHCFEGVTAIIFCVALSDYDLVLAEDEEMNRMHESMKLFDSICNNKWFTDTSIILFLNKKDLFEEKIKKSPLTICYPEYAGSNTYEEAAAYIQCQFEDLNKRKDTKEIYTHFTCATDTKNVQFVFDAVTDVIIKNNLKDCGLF
An asterisk follows results filed as active; u = inconclusive; x = not tested or not shown; & = joins results of further samples; [ ] = another dose, or the depositor's remark. Unless noted, the call rests on the fitted dose curve; in most records, active means well fitted curve in the direction sought with a large enough effect; inconclusive means small, poorly fitted or top-dose-only effect, or another doubt; inactive means no such curve, though single readings can be large; an effect the other way counts as inactive or inconclusive. Potency means the concentration at half of the fitted maximal effect. These rows are one share of the data, so the mix of outcomes need not match the whole.

SMILES	HTT cytoprotect	aGlu spleen mod	HttQ103 aggreg	GAA inhib	GAA glycogen mod	IMPase Li cell	RGS12 GoLoco inh
CCOc1ccccc1-n1c(SCC(N)=O)nnc1-c1ccco1	16%[10 µM]	3%	-11%	1%	5%	20%[38.3 µM]	-6%
O=C(NCc1ccc2c(c1)OCO2)c1ccccn1	1%[10 µM]	-6%	-4%	-11%	-9%	0%	4%
CC(C)c1nc(-c2ccccn2)no1	-1%[0.074 µM]	-13%	u	2%	1%	-4%[38.3 µM]	1%
CCOc1ccc(CNc2ccc(N3CCCC3)cc2)cc1	-5%[0.074 µM]	-7%	-16%	u	19%	9%	-14%
CCOC(=O)C(NC(=O)Nc1ccc(Cl)cn1)(Oc1ccc(F)cc1)C(F)(F)F (centres undefined)	-17%[10 µM]	7%	u	4%	-8%	4%	2%
O=C1OCc2cc(NS(=O)(=O)c3cccs3)ccc21	-9%[0.074 µM]	5%	10%	-2%	-5%	-1%[38.3 µM]	5%
CCOC(=O)c1sc2ncn(C(C)C(=O)OC)c(=O)c2c1C (centres undefined)	3%	-3%	14%	1%	-1%	5%[38.3 µM]	0%
CCOC(=O)Cc1cc(=O)n2[nH]cc(-c3ccc(Cl)cc3)c2n1	11%[10 µM]	2%	-8%[9.22 µM]	14%	4%	-1%	24%
COC(=O)c1cc(C(C)=O)c(C)[nH]c1=O	x	1%	x	1%	-4%	3%	1%
C=CCOC(=O)C1=C(C)Nc2ncnn2C1c1cccs1 (centres undefined)	14%	1%	3%[9.22 µM]	u	2%	25%[38.3 µM]	7%
COc1cc(C)nc(N2CCC(C(=O)NC3CCCCC3)CC2)n1	3%[10 µM]	-1%	3%[9.22 µM]	3%	2%	-6%[38.3 µM]	7%
O=C(CSc1nncs1)NCc1ccc(F)cc1	23%	6%	-9%	10%	2%	-1%	5%
CCCn1nnc(NC(=S)NC(=O)/C=C/c2ccco2)n1	10%[10 µM]	-12%	4%[9.22 µM]	x	-1%	x	-1%
CC1CCC(C(C)C)C(OC(=O)CSc2nnc(N)s2)C1 (centres undefined)	-18%	-3%	5%	-7%	-12%	4%[38.3 µM]	11%
Cc1c(O)ccc2c3c(c(=O)oc12)CCC(C)C3 (centres undefined)	17%[0.074 µM]	u	-31%	u	11%	-14%[38.3 µM]	7%
Cc1c(NC(=O)c2ccc(S(=O)(=O)N3CC(C)OC(C)C3)cc2)c(=O)n(-c2ccccc2)n1C (centres undefined)	3%[10 µM]	3%	3%[9.22 µM]	10%	0%	0%	1%
CN(c1ccc(C(=O)Nc2nccs2)cc1)S(=O)(=O)c1ccccc1	-10%[10 µM]	2%	-21%	-5%	0%	12%	7%
Cc1ccccc1CNCc1cccnc1	-35%	-2%	u	1%	5%	21%[38.3 µM]	8%
CC(C)CNC(=O)/C=C/C(=O)O	5%[10 µM]	0%&0%	-20%[9.22 µM]	1%	2%&7%	-1%	3%&-5%
CCC(C)N(CC(=O)Nc1cccc(C)c1C)C(=O)CCl (centres undefined)	-50%[inhibitor]	-10%	u	8%	3%	5%	7%
COC(=O)N/N=C/c1ccc(-c2cc(Cl)ccc2Cl)o1	-18%[10 µM]	1%	3%	-3%	2%	-3%	8%
N#C/C(=C\c1ccccc1)C(=O)N(c1ccccn1)C1CCCCC1	x	0%	-2%	-4%	-7%	-6%	14%
CCC(=O)Nc1ccc2c(c1)OCCO2	1%	-6%	8%	u	6%	-13%[38.3 µM]	5%
Fc1cccc(F)c1C(Nc1nncs1)Nc1nncs1	-5%[10 µM]	x	x	x	x	9%	8%[14.2 µM]
O=c1c2c(C(F)(F)F)cc(C(F)(F)F)nc2[nH]n1-c1ccccc1	-58%[inhibitor][10 µM]	0%	u	-10%	-1%	29%[38.3 µM]	1%

Pulled one by one from the entries so far, 3 records:
SMILES	HTT cytoprotect	aGlu spleen mod	HttQ103 aggreg	GAA inhib	GAA glycogen mod	IMPase Li cell	RGS12 GoLoco inh
CCC(C)N(CC(=O)Nc1cccc(C)c1C)C(=O)CCl (centres undefined)	-50%[inhibitor]	-10%	u	8%	3%	5%	7%
CCOc1ccccc1-n1c(SCC(N)=O)nnc1-c1ccco1	16%[10 µM]	3%	-11%	1%	5%	20%[38.3 µM]	-6%
O=c1c2c(C(F)(F)F)cc(C(F)(F)F)nc2[nH]n1-c1ccccc1	-58%[inhibitor][10 µM]	0%	u	-10%	-1%	29%[38.3 µM]	1%

One compound at a time, from the list above.
CC(C)c1nc(-c2ccccn2)no1 across the screens: HTT cytoprotect = -1%[0.074 µM]; aGlu spleen mod = -13%; HttQ103 aggreg = u; GAA inhib = 2%; GAA glycogen mod = 1%; IMPase Li cell = -4%[38.3 µM]; RGS12 GoLoco inh = 1%
O=C(NCc1ccc2c(c1)OCO2)c1ccccn1 across the screens: HTT cytoprotect = 1%[10 µM]; aGlu spleen mod = -6%; HttQ103 aggreg = -4%; GAA inhib = -11%; GAA glycogen mod = -9%; IMPase Li cell = 0%; RGS12 GoLoco inh = 4%
Fc1cccc(F)c1C(Nc1nncs1)Nc1nncs1 across the screens: HTT cytoprotect = -5%[10 µM]; aGlu spleen mod = x; HttQ103 aggreg = x; GAA inhib = x; GAA glycogen mod = x; IMPase Li cell = 9%; RGS12 GoLoco inh = 8%[14.2 µM]

(continued)
SMILES	HTT cytoprotect	aGlu spleen mod	HttQ103 aggreg	GAA inhib	GAA glycogen mod	IMPase Li cell	RGS12 GoLoco inh
C/C(=C\C(=O)c1ccc(Br)cc1)NCc1ccc(C)cc1	-20%	-1%	-35%	-6%	-8%	32%[38.3 µM]	8%
Cc1cccc(NC(=S)NNC(=O)c2cccc([N+](=O)[O-])c2)c1	27%[10 µM]	9%	12%[9.22 µM]	x	u	x	4%
Cc1ccc(/C=N/n2c(C3CCCCC3)n[nH]c2=S)s1	12%[10 µM]	9%	1%	1%	-4%	3%	4%
CN(C)c1ccc(-c2nn3c(-c4ccc(Cl)cc4)nnc3s2)cc1	1%	5%	12%	10%	3%	x	x
CCCN1CCC(NC(=O)Nc2cc(Cl)ccc2OC)CC1	x	11%	-9%	0%	-13%	9%	6%
CCCCC(=O)Nc1ccc(C(=O)NNC(=S)NC(=O)c2ccccc2[N+](=O)[O-])cc1	x	-3%	22%	u	-17%	1%	2%
Cc1ccc(N(C(=O)c2sc(C)nc2C)C(C(=O)NC(C)(C)C)c2ccncc2)cc1 (centres undefined)	-1%[10 µM]	-1%	7%[9.22 µM]	3%	7%	-1%	-1%
Fc1ccc2nc(Nc3nc4cc5c(cc4s3)OCCO5)sc2c1	x	-2%	9%	u	-11%	-7%	12%
CCOC(=O)/C(C#N)=C/c1cn(CCOc2ccc(OC)cc2)c2ccccc12	-15%[10 µM]	-2%	13%	-6%	-1%	9%	16%
N=C1/C(=C\c2coc3ccccc3c2=O)C(=O)N=C2SC=CN12	-2%[10 µM]	0%	-14%[9.22 µM]	x	-16%	x	20%
CCOc1cccc2sc(Nc3nc4ccc(NC(C)=O)cc4s3)nc12	x	-3%	12%	1%	2%	u	10%
O=C1CCCc2c1nc(-c1ccc([N+](=O)[O-])cc1)n2O	8%[10 µM]	-12%	-6%[9.22 µM]	-7%[15.4 µM]	-1%	x	0%
c1ccc(Cn2nnc3c(N4CCOCC4)ncnc32)cc1	-8%	-8%	13%	1%	6%	18%[38.3 µM]	2%
CC(C)CCNC(=O)C1CC(=O)N(C2CCCC2)C1 (centres undefined)	1%[10 µM]	-3%	3%	1%	0%	4%[38.3 µM]	5%
CC(NC(=O)CSc1ncccc1C(=O)O)C1CC2CCC1C2 (centres undefined)	-56%[inhibitor][10 µM]	1%	-26%[9.22 µM]	x	8%	x	8%
Cc1cc(C)cc(NC(=O)N2CCCC2C(=O)NCc2ccco2)c1 (centres undefined)	19%[10 µM]	0%	10%[9.22 µM]	u	-10%	19%	14%
COc1ccc(/C=N\n2nnc3ccccc32)cc1	-60%[inhibitor]	1%	-2%	-7%	2%	33%[activator][38.3 µM]	3%
CC(=O)c1ccc(N2C(=O)C3C(C2=O)C(C(=O)c2ccc(Cl)cc2)N2CCCC32)cc1 (centres undefined)	10%	-6%	5%	-5%	-8%	27%[38.3 µM]	30%
CCC/C=N/NC(=O)c1cc(Br)ccc1O	23%[10 µM]	6%	16µM*	4%	u	1%	4%
COc1ccc(-c2nnc3n(CCc4ccccc4)c(=O)c4ccccc4n23)c(OC)c1	u	-4%	-10%	-4%	16%	x	x
O=C(NCCc1ccc(Cl)cc1)C1CCN(C(=O)c2sccc2-n2cccc2)CC1	23%	3%	4%[9.22 µM]	7%	-4%	28%[38.3 µM]	6%
COc1ccccc1/C=N/n1cnnc1	-13%	-7%	15%	-11%	3%	19%[38.3 µM]	-10%
CCn1c(=O)[nH]c2ccccc2c1=O	5%	-7%	5%	3%	3%	5%[38.3 µM]	9%
COCCCNC(=S)NNC(=S)Nc1ccc(F)cc1F	-4%	0%	2%[9.22 µM]	1%	16µM*	-3%[38.3 µM]	5%
CCOCCn1c(CC)nc2ccccc21	0%[10 µM]	0%	7%[9.22 µM]	-3%	7%	4%	-3%
SMILES	HTT cytoprotect	aGlu spleen mod	HttQ103 aggreg	GAA inhib	GAA glycogen mod	IMPase Li cell	RGS12 GoLoco inh
COc1ccc(CC(=O)NNC(=O)c2cccnc2)cc1OC	x	3%	x	13%	21%	5%	14%
Cc1nc(C2CCC3C4CCC5=CC(=O)CC[C@]5(C)C4CC[C@]23C)cs1 (some centres undefined)	17%[10 µM]	-3%	5%[9.22 µM]	x	-1%	x	-4%
Cc1sc2ncnc(OCC(=O)c3ccc(S(=O)(=O)N4CCCC4)cc3)c2c1C	-6%	-4%	-16%	2%	-4%	7%[38.3 µM]	4%
Fc1ccccc1COc1ccc(/C=N/NC(=S)NCc2ccccc2)cc1	-8%[10 µM]	-8%	-6%	-4%	-7%	6%	4%
CCn1c(SCC(=O)OC(C)C)nnc1-c1ccccc1	21%[10 µM]	1%	5%[9.22 µM]	3%[15.4 µM]	7%	x	3%
Cc1c(NC(=O)COC(=O)C2CC3C=CC2C3)c(=O)n(-c2ccccc2)n1C (centres undefined)	-13%[10 µM]	-2%	-4%	-1%	7%	7%[38.3 µM]	-6%
COC(=O)C1=C(C)N=C2SCCC(=O)N2C1c1cc(Br)ccc1OC (centres undefined)	-62%[inhibitor]	-6%	-22%	-14%	4%	x	x
CCCn1c(=N)n(CC(=O)c2ccco2)c2ccccc21	-13%	9%	-19%	-4%	-11%	0%[38.3 µM]	38%[activator]
CCN1CCc2nc3ccccc3c(C(=O)Nc3ccc(F)cc3)c2C1	-3%[10 µM]	6%	-9%[9.22 µM]	x	4%	x	9%
